ATXN2 expr inh: inhibitors of ATXN2 expression; AID 1745845; HEK-293 ATXN2-luciferase reporter, luminescence, 24 h; Potency, µM (doses to about 57 µM), inactives show top-dose activity change, negative = inhibition, actives largely listed as inhibitors; 0.72% of 360,000 active; note: % is set by controls: 0 for no effect and ±100 for the full control effect; nearly all actives have a fitted effect of over 55% in size
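ATXN2-luciferase reporter cells (luciferase flanked by upstream and downstream ATXN2 gene portions) were treated 24 h at 37 °C with compounds at up to 57 uM. SteadyGlo luminescence gave expression; GF-AFC fluorescence gave viability.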
KB-V1 MDR tox: KB-V1 MDR subline cytotoxicity; KB-V1 MDR cells viability, CellTiter-Glo, 72 h; Potency, µM (doses to about 46.1 µM), for the others: at the top dose activity change, negative = cytotoxicity, usual class: cytotoxic; 3.4% of 400,000 active; AID 1347076; note: % is set by controls: 0 for no effect and ±100 for the full control effect; nearly all actives have a fitted effect of over 60% in size
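KB-V1 MDR subline cells in DMEM (phenol-red free, 10% FBS) exposed to compounds in qHTS concentration series for 72 h at 37 degrees C. Viability read by CellTiter-Glo luminescence; concentration-effect curves fitted after normalization and correction.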
KB-3-1 cytotox: KB-3-1 parental cell cytotoxicity; KB-3-1 viability, CellTiter-Glo ATP luminescence, 72 h; Potency, µM (doses to about 46.1 µM), inactives show top-dose activity change, negative = cytotoxic, actives largely listed as cytotoxic; 1.4% of 400,000 active; note: % is set by controls: 0 for no effect and ±100 for the full control effect; nearly all actives have a fitted effect of over 60% in size
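Parental KB-3-1 viability, qHTS format: 72 h compound exposure, 37 °C; CellTiter-Glo; media-only wells and DMSO plates as controls; concentration-effect fits on corrected data.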
ATXN viability: cell viability loss in ATXN counter-screen. S2 cells (HEK-293 line with an ATXN2-luciferase reporter) viability, CellTiter-Fluor protease fluorescence, 24 h. Potency, µM (highest dose often 56.7 µM), most hits filed as cytotoxic. 0.49% of 400,000 active. AID 651635; note: nearly all actives have a fitted effect of over 40% in size
Starred values were filed as active, the others as inactive; i = inactive; ? = inconclusive; . = not tested or not shown; & = joins results of further samples; [ ] = remark or other dose. Calls come from the whole dose curve; as a rule, active = well fitted curve in the direction sought with a large enough effect; inconclusive = small, poorly fitted or top-dose-only effect, or another doubt; inactive = no such curve, though single readings can be large; an effect the other way counts as inactive or inconclusive. Potency is the fitted concentration of half-maximal effect. Not all compounds are listed; the hit share may differ from the screen's.

SMILES	ATXN2 expr inh	KB-V1 MDR tox	KB-3-1 cytotox	ATXN viability
CN1CC(=O)N/C1=N/C(=O)Nc1cccc(Cl)c1	12%	.	.	i
OC[C@H]1O[C@H](O[C@]2(CCl)O[C@H](CCl)[C@@H](O)[C@@H]2O)[C@H](O)[C@@H](O)[C@H]1Cl	8%	.	.	i
CC(=O)N(c1onc(C)c1C)S(=O)(=O)c1ccc(N)cc1	-3%	.	.	i
O=C(CCCCCCCCC#CI)Oc1ccccc1	-13%	.	.	i
CC1CC(=O)NN=C1c1ccc(NCC(C)(C)NCC(O)COc2cc(Cl)ccc2C#N)cc1 (stereo unspecified)	11%	.	.	i
CCCCCCCCCCCCCCCCCCN(C)C	5%	.	.	i
Cc1coc2ccccc2c1=O	5%	.	.	i
CC1(C)OC[C@@H]2O[C@@]3(C(=O)O)OC(C)(C)O[C@H]3[C@@H]2O1	-1%	.	.	i
O=C(O)Cc1cccc(-c2cc(CCCCCCc3ccc(O[C@H]4O[C@H](CO)[C@@H](O)[C@H](O)[C@@H]4O)c(-c4cccc(CC(=O)O)c4)c3)ccc2O[C@H]2O[C@H](CO)[C@@H](O)[C@H](O)[C@@H]2O)c1	5%[0.709 µM]	.	.	i[0.575 µM]
Nc1c[n+](N2CCOCC2)no1	6%	.	.	i
CCO[C@@H]1O[C@H](C(COCc2ccccc2)OCc2ccccc2)[C@H](OCc2ccccc2)[C@H]1O (stereo partly specified)	-18%	.	.	i
CN1CC(=O)NC1=N	0%	.	.	i
CO[C@]1(NC(=O)CSC(F)F)C(=O)N2C(C(=O)O)=C(CSc3nnnn3CCO)CO[C@H]21	2%	.	.	i
CCCCC(O)/C=C(C)/C=C/C=C/C(=O)N1CCCC1=O (stereo unspecified)	15%	.	.	i
C[N+]1(CC2COC(c3ccccc3)(c3ccccc3)O2)CCCCC1 (stereo unspecified)	-1%[25.6 µM]	.	.	i
COc1ccc2cc(C=O)ccc2c1	12%	.	.	i
CCS(=O)(=O)c1ccc(OC)c(C(=O)OC)c1	12%	.	.	i
C[C@H](N)C(=O)N[C@@H](C)C(=O)NC1[C@H]2CN(c3nc4c(cc3F)c(=O)c(C(=O)O)cn4-c3ccc(F)cc3F)C[C@@H]12 (stereo partly specified)	-2%	.	.	i
Cc1oc(=O)oc1COC(=O)[C@@H]1N2C(=O)[C@@H](NC(=O)[C@H](N)c3ccccc3)[C@H]2SC1(C)C	3%	.	.	i
N[C@H](C(=O)O)c1ccc(O)cc1	1%[25.6 µM]	.	.	i
CC(C)(C)c1nnc(NS(=O)(=O)c2ccc(N)cc2)s1	0%	.	.	i
CCOC(=O)C(O)c1ccccc1 (stereo unspecified)	7%	.	.	i
O=C(NOCC1CC1)c1ccc(F)c(F)c1Nc1ccc(I)cc1Cl	31µM*	.	.	?
CC(=O)Oc1cc2c(s1)CCN(C(C(=O)C1CC1)c1ccccc1F)C2 (stereo unspecified)	?	.	.	i
CC(=O)O[C@@H]1CC2C3CCc4cc(OC(=O)c5ccccc5)ccc4C3CCC2(C)[C@H]1OC(C)=O (stereo partly specified)	8%	.	.	i

Among those listed so far, these contain two or more sulfur atoms.
SMILES	ATXN2 expr inh	KB-V1 MDR tox	KB-3-1 cytotox	ATXN viability
CO[C@]1(NC(=O)CSC(F)F)C(=O)N2C(C(=O)O)=C(CSc3nnnn3CCO)CO[C@H]21	2%	.	.	i
CC(C)(C)c1nnc(NS(=O)(=O)c2ccc(N)cc2)s1	0%	.	.	i

(more compounds)
SMILES	ATXN2 expr inh	KB-V1 MDR tox	KB-3-1 cytotox	ATXN viability
CCc1cc2cc(OC)c(OC)cc2c(Cc2ccccc2)n1	21%	.	.	i
NCC[C@H](O)C(=O)N[C@@H]1C[C@H](N)[C@@H](O[C@H]2O[C@H](CN)[C@@H](O)[C@H](O)[C@@H]2O)[C@H](O)[C@@H]1O[C@H]1O[C@H](CO)[C@@H](O)[C@H](N)[C@@H]1O	1%[0.709 µM]	.	.	i[0.575 µM]
C[C@@H]1CN(c2c(F)c(N)c3c(=O)c(C(=O)O)cn(C4CC4)c3c2F)C[C@H](C)N1	-8%&-3%[25.6 µM]	.	.	i
COc1ccc(C(=O)NCC(c2ccc(N(C)C)cc2)N2CCc3ccccc32)cc1 (stereo unspecified)	.	-1%	0%	.
Nc1c(Cl)cc(C=O)cc1Cl	.	?	?	.
COc1ccc(CNC(=O)c2cc3cccc4c3n2CC(C)S4)c(OC)c1 (stereo unspecified)	.	?	?	.
Cc1cc2c(cc1S(=O)(=O)N(CCN(C)C)Cc1ccco1)OCC(=O)N2	.	1%	4%	.
COCCN(Cc1ccco1)C(=O)c1cc2c(Cl)nc3ccc(C)cc3c2s1	.	8%	11%	.
COc1ccc(N(Cc2cccs2)C(=O)Nc2cccc(Cl)c2)cc1	.	-16%	0%	.
Cc1c2cnccc2c(C)c2c1c1ccccc1n2CCOC(=O)c1ccccc1	.	3%	-2%	.
COc1cccc(CN2CCCN(Cc3ccc(F)cc3)S2(=O)=O)c1	.	0%	-14%	.
Cc1nc2sccn2c(=O)c1S(=O)(=O)Nc1ccc(N2CCOCC2)cc1	.	-2%	-7%	.
CCOc1ccc(C=Nc2ccc(/C=C/c3ccnc4ccccc34)cc2)cc1OCC	.	13%	0%	.
CCc1cccc(NC(=O)Cc2nc(-c3ccc(OC)cc3)no2)c1	.	-14%	0%	.
O=C1CC(c2ccco2)Cc2[nH]c(=O)c(C(=O)Nc3ccccc3)cc21 (stereo unspecified)	.	-15%	0%	.
O=C1CCc2cc(Cl)c(S(=O)(=O)Nc3ccc(Cl)c(Cl)c3)cc2N1	.	-8%	26%	.
Cc1ccc2nc(/C=C/c3ccc(N(C)C)cc3)ccc2c1	.	?	-11%	.
Cc1ccc(N2C(=O)CCSC23C(=O)N(Cc2ccccc2)c2ccccc23)cc1F (stereo unspecified)	.	?	0%	.
COc1cccc(-c2nc(CS(=O)(=O)CC(=O)NCc3ccc(C)cc3)c(C)o2)c1	.	-11%	-7%	.
COc1ccc(S(=O)(=O)NCCc2nnc3ccc(SCC(=O)Nc4cc(C)cc(C)c4)nn23)cc1	.	-5%	18%	.
CCOc1ccc(NC(=O)Cn2nc(CC)n3c(cc4sccc43)c2=O)cc1	.	29%	-3%	.
Cc1sc2ccccc2[n+]1CCCC[n+]1c(C)sc2ccccc21	.	-7%	-6%	.
CN(C)c1c(Cl)cc(/C=C/c2ccnc3ccccc23)cc1Br	.	16µM*	18µM*	.
OC(CBr)C[n+]1cccc2cc(Br)ccc21 (stereo unspecified)	.	?	?	.
Cc1nc2cccnc2n1-c1cccc(C(=O)NCCN(C)C)c1	.	2%	0%	.
More compounds follow.
SMILES	ATXN2 expr inh	KB-V1 MDR tox	KB-3-1 cytotox	ATXN viability
COC(=O)c1sc(-c2ccccc2)cc1NC(=O)Nc1ccccc1Cl	.	9%	3%	.
Cc1ccc(N2CCN(C(=O)c3cnc(N4CCCCC4)c4ccccc34)CC2)c(C)c1	.	?	-3%	.
CC(=O)Nc1cccc(NC(=O)CSc2ccc(-c3sc(-c4ccccc4)nc3C)nn2)c1	.	8%	14%	.
Cc1cc(O)c(C(c2cccc(F)c2)N2CCN(c3ccccc3)CC2)c(=O)n1Cc1ccco1 (stereo unspecified)	.	11%	0%	.
CCCC(=O)OCc1cnc(C)c2oc(=O)c(C(=O)Nc3ccc(F)cc3C)cc12	.	11%	0%	.
COc1cc(OC)c(NC(=O)CCCn2nc(C)c3sc4ccccc4c3c2=O)cc1Cl	.	12%	1%	.
COc1ccccc1/C=C1\C=Cc2ccccc21	.	-8%	-3%	.
O=C1CCCC2=C1C1(CCS(=O)(=O)C1)N=C(Nc1nc3ccccc3o1)N2 (stereo unspecified)	.	3%	0%	.
COc1cccc(OCc2cc(C3Nc4ccccc4C(=O)N3Cc3ccccc3)ccc2OC)c1 (stereo unspecified)	.	-13%	20%	.
CCOc1ccc(CNC(=O)C2CCCN(c3nn4cc(-c5ccc(F)cc5)nc4s3)C2)cc1 (stereo unspecified)	.	2%	-26%	.
Cc1cc(-c2ccc(C)c(S(=O)(=O)N3c4ccccc4CC3C)c2)on1 (stereo unspecified)	.	-18%	15µM*	.
CC(NC(=O)C1CCN(C(=O)N2CCOc3ccc(Cl)cc32)CC1)c1ccccc1 (stereo unspecified)	.	5%	7%	.
COc1ccccc1CN1CCC(CNC(=O)c2cnn(-c3cccc(Cl)c3)c2C2CCN(C(=O)OC(C)(C)C)CC2)CC1	.	-4%	-20%	.
COc1ccc(CCNC(=O)c2ccc3c(c2)N(Cc2c(F)cccc2Cl)C(=O)CS3)cc1OC	.	-17%	-8%	.
Cc1cc2c(cc1S(=O)(=O)N(CCN(C)C)Cc1ccccc1)OCC(=O)N2	.	5%	3%	.
COc1cc(NS(=O)(=O)c2c(C)nc3sc(C)c(C)n3c2=O)cc(OC)c1	.	1%	0%	.
Cc1ccc(-c2nc(CS(=O)(=O)CC(=O)N3CCN(c4cccc(C)c4C)CC3)c(C)o2)cc1	.	-5%	0%	.
CC(C)COc1ccc(C(=O)N(Cc2cccc(F)c2)C2CCS(=O)(=O)C2)cc1 (stereo unspecified)	.	-10%	3%	.
CCCCOc1ccc(CC(=O)N(C)OC)cc1	.	0%	5%	.
COC(=O)c1c(NC(=O)c2cc3nc(-c4ccc(OC)cc4)cc(C(F)(F)F)n3n2)sc2c1CCCC2	.	3%	5%	.
O=C(NCc1ccc2c(c1)CCN2C(=O)c1ccncc1)c1cccc(F)c1	.	-4%	0%	.
Cc1ccc(-c2csc(NC(=O)C3CC(=O)N(c4ccc5c(c4)OCCO5)C3)n2)o1 (stereo unspecified)	.	-18%	?	.
Cc1ccc(CSc2ccc3nnc(CCNS(=O)(=O)c4ccc(C)cc4)n3n2)cc1	.	0%	11%	.

Filtered by structure, those above containing fluorine (14)
SMILES	ATXN2 expr inh	KB-V1 MDR tox	KB-3-1 cytotox	ATXN viability
CO[C@]1(NC(=O)CSC(F)F)C(=O)N2C(C(=O)O)=C(CSc3nnnn3CCO)CO[C@H]21	2%	.	.	i
C[C@H](N)C(=O)N[C@@H](C)C(=O)NC1[C@H]2CN(c3nc4c(cc3F)c(=O)c(C(=O)O)cn4-c3ccc(F)cc3F)C[C@@H]12 (stereo partly specified)	-2%	.	.	i
O=C(NOCC1CC1)c1ccc(F)c(F)c1Nc1ccc(I)cc1Cl	31µM*	.	.	?
CC(=O)Oc1cc2c(s1)CCN(C(C(=O)C1CC1)c1ccccc1F)C2 (stereo unspecified)	?	.	.	i
C[C@@H]1CN(c2c(F)c(N)c3c(=O)c(C(=O)O)cn(C4CC4)c3c2F)C[C@H](C)N1	-8%&-3%[25.6 µM]	.	.	i
COc1cccc(CN2CCCN(Cc3ccc(F)cc3)S2(=O)=O)c1	.	0%	-14%	.
Cc1ccc(N2C(=O)CCSC23C(=O)N(Cc2ccccc2)c2ccccc23)cc1F (stereo unspecified)	.	?	0%	.
Cc1cc(O)c(C(c2cccc(F)c2)N2CCN(c3ccccc3)CC2)c(=O)n1Cc1ccco1 (stereo unspecified)	.	11%	0%	.
CCCC(=O)OCc1cnc(C)c2oc(=O)c(C(=O)Nc3ccc(F)cc3C)cc12	.	11%	0%	.
CCOc1ccc(CNC(=O)C2CCCN(c3nn4cc(-c5ccc(F)cc5)nc4s3)C2)cc1 (stereo unspecified)	.	2%	-26%	.
COc1ccc(CCNC(=O)c2ccc3c(c2)N(Cc2c(F)cccc2Cl)C(=O)CS3)cc1OC	.	-17%	-8%	.
CC(C)COc1ccc(C(=O)N(Cc2cccc(F)c2)C2CCS(=O)(=O)C2)cc1 (stereo unspecified)	.	-10%	3%	.
COC(=O)c1c(NC(=O)c2cc3nc(-c4ccc(OC)cc4)cc(C(F)(F)F)n3n2)sc2c1CCCC2	.	3%	5%	.
O=C(NCc1ccc2c(c1)CCN2C(=O)c1ccncc1)c1cccc(F)c1	.	-4%	0%	.
